Tcruzi prolif: T. cruzi intracellular proliferation inhibitors, primary screen, cell-based, beta-gal Tulahuen parasites, NIH3T3 host, luminescence; T. cruzi beta-gal in NIH3T3, GalScreen luminescence, 90 h; inhibition, % at 8.34 µM; 5.9% of 77,000 active; AID 624255, 2012;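 active = mean inhibition above about 93%, with at least 55% of replicates each passing it, limit read from the data, passing the limit was not always enough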
C diff HTS: C. difficile growth inhibitors, primary screen, HTS; Clostridium difficile clinical isolate growth, OD600, 24 h; active compounds read low; growth activity, negative = inhibition, % at 16 µg/mL (by protocol); 0.25% of 86,000 active;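 active = mean growth activity at or below -80% and every replicate also at or below -80%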;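 also: 0% = DMSO wells and -100% = levofloxacin 16 µg/mL wells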
Pf Dd2 inh: P. falciparum Dd2 growth inhibitors, primary screen, SYBR Green fluorescence, single dose replicates; 2.3% of 94,000 active; 72 h; active compounds read low; AID 1159554, 2015; activity change, % at 10 µM; in the data active = activity change below about -80%
GASC1 inh: inhibitors of GASC-1 (KDM4C) histone demethylase, primary screen, biochemical, single concentration HTS | inhibition, % at 12.5 µM | AID 720574, 2013 | GST-KDM4C 2-372, H3K9me3 peptide, LANCE TR-FRET | 0.15% of 96,000 active;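 active = mean replicate inhibition above about 25%, with at least 55% of replicates also reaching it, limit read from the data, passing the limit was not always enough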
Target sequence (Q9H3R0 2-372 limits assumed): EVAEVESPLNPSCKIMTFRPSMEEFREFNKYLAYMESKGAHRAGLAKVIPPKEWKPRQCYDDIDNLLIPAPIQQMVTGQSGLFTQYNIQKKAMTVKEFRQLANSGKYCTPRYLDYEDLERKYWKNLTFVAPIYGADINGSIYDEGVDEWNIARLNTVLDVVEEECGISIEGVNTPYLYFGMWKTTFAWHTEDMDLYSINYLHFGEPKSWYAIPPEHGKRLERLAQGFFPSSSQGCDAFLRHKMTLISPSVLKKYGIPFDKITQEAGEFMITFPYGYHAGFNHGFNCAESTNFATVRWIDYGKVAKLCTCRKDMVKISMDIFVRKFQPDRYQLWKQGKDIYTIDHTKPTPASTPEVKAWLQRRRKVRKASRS
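reagent = H3K9me3 peptide substrate, Fe(II), 2-oxoglutarate | system = GST-tagged GASC-1 (JMJD2C) catalytic fragment, aa 2-372 | amount = enzyme final amount 10 nM | read-out = Fall in 671/618 emission ratio as inhibition | medium = HEPES buffer, pH 7.5, plus ascorbate | schedule = 30 min reaction, 60 min detection, RT | measured by = LANCE TR-FRET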
An asterisk follows results filed as active; . = not tested or not shown; & = joins results of further samples.

Values in the order – Tcruzi prolif	C diff HTS	Pf Dd2 inh	GASC1 inh
> COc1ccc(NC(=O)Nc2ccc3c(c2)C(=O)N([C@H](C)CO)C[C@@H](C)[C@H](CN(C)C(=O)Cc2ccccc2)OCCCC[C@H](C)O3)cc1
  55	7	-35	-1.6
> CC(=O)N1[C@H](CO)[C@H]2c3ccccc3N(C(=O)c3ccccc3)C[C@H]21
  15	8	7	2.2
> CC(C)NC(=O)Nc1ccc2c(c1)C(=O)N([C@H](C)CO)C[C@@H](C)[C@H](CN(C)C(=O)C1CCCCC1)OCCCC[C@@H](C)O2
  62	-9	-19	1.1
> CCC(=O)Nc1ccc2c(c1)C(=O)N(C)C[C@H](OC)[C@H](C)CN(Cc1cncnc1)[C@H](C)CO2
  5	.	.	1.6
> CO[C@@H]1CN(C)C(=O)c2cc(NC(=O)NC(C)C)ccc2OC[C@H](C)N(CCC(F)(F)F)C[C@@H]1C
  14	3	2	-0.9
> C[C@@H]1CCCCO[C@@H](CN(C)C(=O)C2CCCCC2)[C@H](C)CN([C@@H](C)CO)C(=O)c2cc(NC(=O)CCCCCC(=O)Nc3ccccc3N)ccc2O1
  102	-6	-5	0.1
> COCC(=O)N1CC[C@@H]2[C@H]1c1cc(-c3ccc(F)cc3)ccc1N(C)[C@@H]2CO
  106	-5	15	4.0
> CCCNC(=O)[C@@H]1[C@@H](CO)[C@@H]2Cn3c(ccc(-c4cccc(F)c4)c3=O)[C@@H]2N1C(=O)CC
  -21	-2	13	-0.3
> CCC(=O)Nc1ccc2c(c1)C(=O)N(C)C[C@@H](OC)[C@H](C)CN(Cc1ccc(-c3ccccn3)cc1)[C@H](C)CO2
  3	-5	-35	2.5
> C/C=C/c1ccc([C@@H]2[C@@H](CO)N3CCCCN(C(=O)Nc4ccc(OC)cc4)C[C@@H]23)cc1
  71	-3	-19	1.3

Values in the order – Tcruzi prolif	C diff HTS	Pf Dd2 inh	GASC1 inh
> C[C@@H]1CCCCO[C@H](CN(C)S(C)(=O)=O)[C@@H](C)CN([C@H](C)CO)C(=O)c2cc(NC(=O)c3ccncc3)ccc2O1
  7	.	31	-0.4
> CN(C)CC#Cc1ccc([C@@H]2[C@@H](CO)N3CCCCN(S(=O)(=O)c4ccccc4)C[C@@H]23)cc1
  78	-2	9	32*
> O=C(c1cccnc1)N1C[C@@H]2[C@H](c3ccccc31)[C@H](CO)N2C(=O)C1CCOCC1
  26	4	-8	0.1
> C[C@H]1CN([C@@H](C)CO)C(=O)c2cccc(NS(=O)(=O)c3cn(C)cn3)c2O[C@H]1CN(C)Cc1ccc(C(=O)Nc2ccccc2N)cc1
  .	7	-4	-0.2
> CCC(=O)N1C[C@@H](C)[C@H](OC)CN(C)C(=O)c2cc(NC(=O)NC(C)C)ccc2OC[C@H]1C
  -3	-5	25	0.8
> C[C@@H]1CN([C@H](C)CO)C(=O)c2cc(C#Cc3ccccn3)cnc2O[C@H]1CN(C)Cc1cccnc1
  85	3	16	0.7
> C[C@@H]1CCCCO[C@@H](CN(C)C(=O)Nc2cccc3ccccc23)[C@H](C)CN([C@@H](C)CO)C(=O)c2cc(NS(=O)(=O)c3cn(C)cn3)ccc2O1
  12	1	2	-1.9
> CN(C)C(=O)c1cccc(-c2ccc3c(c2)[C@H]2[C@H](CCN2S(=O)(=O)c2ccccc2)[C@@H](CO)N3)c1
  100*	3	-19	-0.7
> C[C@@H]1CN([C@@H](C)CO)C(=O)c2cc(NC(=O)CCCN(C)C)ccc2O[C@@H](C)CCCCO[C@@H]1CN(C)S(=O)(=O)c1ccc(F)cc1
  -28	-6	-42	1.5
> CCCNC(=O)C[C@@H]1C[C@@H]2c3cc(NS(=O)(=O)c4cccc(OC)c4)ccc3O[C@@H]2[C@H](CO)O1
  -33	-1	11	-0.9

Sorted by formula weight (lowest first): four of the compounds above
Values in the order – Tcruzi prolif	C diff HTS	Pf Dd2 inh	GASC1 inh
> O=C(c1cccnc1)N1C[C@@H]2[C@H](c3ccccc31)[C@H](CO)N2C(=O)C1CCOCC1
  26	4	-8	0.1
> C[C@@H]1CN([C@H](C)CO)C(=O)c2cc(C#Cc3ccccn3)cnc2O[C@H]1CN(C)Cc1cccnc1
  85	3	16	0.7
> CCCNC(=O)C[C@@H]1C[C@@H]2c3cc(NS(=O)(=O)c4cccc(OC)c4)ccc3O[C@@H]2[C@H](CO)O1
  -33	-1	11	-0.9
> C[C@@H]1CN([C@@H](C)CO)C(=O)c2cc(NC(=O)CCCN(C)C)ccc2O[C@@H](C)CCCCO[C@@H]1CN(C)S(=O)(=O)c1ccc(F)cc1
  -28	-6	-42	1.5

Following part.
Values in the order – Tcruzi prolif	C diff HTS	Pf Dd2 inh	GASC1 inh
> Cc1ccc(S(=O)(=O)Nc2ccc3c(c2)CC(=O)N([C@H](C)CO)C[C@H](C)[C@@H](CN(C)S(=O)(=O)c2c(C)noc2C)O3)cc1
  18	0	-45	-1.4
> C[C@H]1CN([C@@H](C)CO)C(=O)c2cccc(NC(=O)NC3CCCCC3)c2O[C@H]1CN(C)Cc1ccc(-c2ccccc2)cc1
  74	3	9	2.3
> CC(C)CC#Cc1ccc2c(c1)O[C@@H](CN(C)C(=O)C1CCCCC1)[C@H](C)CN([C@H](C)CO)S2(=O)=O
  114*	17	-66	3.6
> COc1ccc(NC(=O)Nc2ccc3c(c2)C(=O)N([C@H](C)CO)C[C@@H](C)[C@H](CN(C)C(=O)Nc2ccc(OC)cc2)O3)cc1
  -2	-1	29	-0.8
> O=C(C[C@@H]1CC[C@H]2[C@@H](COC[C@@H](O)CN2C(=O)Nc2ccc(F)cc2)O1)NCCCN1CCOCC1
  19	-2&-9	4	0.7
> C/C=C/c1ccc2c(c1)O[C@H](CN(C)C(=O)Nc1ccc(F)cc1)[C@H](C)CN([C@H](C)CO)S2(=O)=O
  65	20	-12	-2.0
> C[C@H]1CN([C@@H](C)CO)C(=O)c2cccc(NC(=O)c3ccc(-c4nccs4)cc3)c2O[C@H]1CN(C)S(=O)(=O)c1cccs1
  -7	-3	-49	-6.2
> Cc1noc(C)c1NC(=O)N(C)C[C@@H]1OCCCC[C@H](C)Oc2ccc(NC(=O)NC(C)C)cc2C(=O)N([C@H](C)CO)C[C@@H]1C
  .	3	5	-0.2
> COc1ccc(CNC(=O)C[C@H]2CC[C@H]3[C@@H](COc4ccc(NC(=O)C(C)C)cc4C(=O)N3C)O2)cc1
  17	.	0	0.6
> Cc1noc(C)c1S(=O)(=O)N(C)C[C@@H]1Oc2ccc(NC(=O)Nc3ccc(C(F)(F)F)cc3)cc2CC(=O)N([C@@H](C)CO)C[C@H]1C
  6	-11	-31	-0.5

| SMILES | Tcruzi prolif | C diff HTS | Pf Dd2 inh | GASC1 inh |
| --- | --- | --- | --- | --- |
| COCCNC(=O)C[C@H]1CC[C@H]2[C@@H](COc3ccc(NC(=O)Nc4cccc(F)c4)cc3C(=O)N2C)O1 | -5 | -6 | 2 | 1.2 |
| CCCC(=O)Nc1ccc2c(c1)OC[C@H](C)N(C(=O)CC)C[C@@H](C)[C@@H](OC)CN(C)C2=O | 20 | . | 15 | -0.3 |
| C[C@H](CO)N1C[C@H](C)[C@@H](CN(C)S(=O)(=O)c2cn(C)cn2)OCCCC[C@H](C)Oc2ccc(NS(C)(=O)=O)cc2C1=O | 13 | 1 | 12 | -0.7 |
| C[C@H]1CN([C@@H](C)CO)C(=O)c2cc(C#Cc3ccc(F)cc3)cnc2O[C@@H]1CN(C)S(C)(=O)=O | 0 | -3 | -19 | -1.1 |
| C[C@@H]1CN([C@H](C)CO)C(=O)c2cc(Br)cnc2O[C@@H]1CN(C)C(=O)Cc1ccccc1 | -35 | 0 | 67 | -3.2 |
| C[C@@H]1CCCCO[C@@H](CN(C)C(=O)Cc2ccccc2)[C@H](C)CN([C@@H](C)CO)C(=O)c2cc(NC(=O)C3CCCCC3)ccc2O1 | 52 | -4 | -32 | -3.7 |
| COc1cccc(-c2ccc([C@@H]3[C@@H](CO)N(C(=O)C4CC4)C34CN(C(C)=O)C4)cc2)c1 | . | -2 | 23 | 2.3 |
| CO[C@@H]1CN(C)C(=O)c2cc(NC(C)=O)ccc2OC[C@H](C)N(C(=O)C2CCOCC2)C[C@H]1C | . | . | 25 | -0.6 |
| CC(C)NC(=O)N(C)C[C@@H]1Oc2c(NC(=O)Nc3ccc4c(c3)OCO4)cccc2C(=O)N([C@@H](C)CO)C[C@H]1C | -11 | -5 | 1 | 3.6 |
| CO[C@H]1CN(C)C(=O)c2cc(NS(C)(=O)=O)ccc2OC[C@H](C)N(C(=O)CN(C)C)C[C@H]1C | 28 | -3 | 0 | 0.8 |
| Cc1noc(C)c1NC(=O)N(C)C[C@@H]1Oc2ccc(NC(=O)Cn3cnnn3)cc2CC(=O)N([C@@H](C)CO)C[C@@H]1C | -14 | -8 | 23 | 0.3 |
| CC(C)NC(=O)Nc1cccc2c1O[C@H](CN(C)Cc1ccc3c(c1)OCO3)[C@H](C)CN([C@@H](C)CO)C2=O | . | 3 | -15 | 0.2 |
| O=C(C[C@@H]1CC[C@@H]2[C@H](COC[C@@H](O)CN2C(=O)Nc2ccc(Cl)cc2)O1)N1CCCCC1 | 39 | 0 | 3 | 0.8 |
| CCC(=O)Nc1ccc2c(c1)OC[C@H](C)N(C(=O)Cc1cccnc1)C[C@@H](C)[C@@H](OC)CN(C)C2=O | -31 | . | 8 | -1.0 |
| C[C@@H]1CCCCO[C@H](CN(C)S(=O)(=O)c2ccc(Cl)cc2)[C@H](C)CN([C@@H](C)CO)C(=O)c2cc(NS(=O)(=O)c3ccc(Cl)cc3)ccc2O1 | 89 | 1 | -46 | -1.2 |
| COc1cccc(S(=O)(=O)N2CCCCN3[C@H](CO)[C@@H](c4ccc(-c5ccccc5)cc4)[C@@H]3C2)c1 | 65 | 2 | -45 | -0.4 |
| Cc1noc(C)c1NC(=O)NCC[C@@H]1CC[C@H](NC(=O)Nc2cccc(Cl)c2)[C@@H](CO)O1 | 4 | . | -6 | 1.6 |
| C[C@H](CO)N1C[C@H](C)[C@H](CN(C)S(=O)(=O)c2cccs2)Oc2ccc(NS(=O)(=O)c3ccc(F)cc3)cc2C1=O | 54 | 6 | -46 | -0.5 |
| C[C@H](CO)N1C[C@H](C)[C@H](CN(C)S(=O)(=O)c2ccc(F)cc2)OCc2ccccc2-c2c(n(C)c3ccccc23)C1=O | 84 | . | -87* | -1.0 |
| CCS(=O)(=O)N1CCC2(CC1)CN(C(=O)Nc1cccc(F)c1)[C@H](CO)c1c2c2ccc(OC)cc2n1C | . | 1 | -88* | -1.3 |
| C[C@@H]1CN([C@@H](C)CO)C(=O)Cc2cc(NC(=O)c3ccncc3)ccc2O[C@@H]1CN(C)S(C)(=O)=O | 13 | -1 | 9 | 1.7 |
| O=C(Cc1ccccc1)N[C@H]1C=C[C@H](CC(=O)N2CCOCC2)O[C@@H]1CO | 14 | . | 2 | 1.9 |
| O=C(NCC[C@H]1CC[C@H](NC(=O)C2CCCCC2)[C@@H](CO)O1)c1ccc(F)cc1 | -121 | . | 6 | -0.3 |
| C[C@@H]1CN([C@@H](C)CO)C(=O)c2cc(NS(C)(=O)=O)ccc2O[C@H]1CN(C)S(=O)(=O)c1cn(C)cn1 | -37 | . | -12 | -1.0 |
| CCCC(=O)Nc1ccc2c(c1)C(=O)N(C)[C@H]1CC[C@@H](CC(=O)O)O[C@@H]1CO2 | -20 | 4 | -13 | 4.1 |
| N#C[C@H]1[C@@H](c2ccccc2)[C@@H](CO)N1C(=O)Nc1cccc(F)c1 | 32 | 9 | 29 | -0.4 |
| C[C@H](CO)N1C[C@H](C)[C@@H](CN(C)C(=O)Nc2cccc3ccccc23)Oc2c(NC(=O)c3ccc(-c4nccs4)cc3)cccc2C1=O | -231 | -5 | -37 | -0.6 |
| C[C@@H]1CN([C@H](C)CO)C(=O)c2cc(Br)cnc2O[C@@H]1CN(C)CC1CC1 | . | 1 | 11 | -0.8 |
| CO[C@H]1CN(C)C(=O)c2ccc(NC(=O)Nc3ccccc3F)cc2OC[C@H](C)N(C)C[C@H]1C | -10 | -3 | -23 | 0.1 |
| O=C(c1ccc(F)cc1)N1CC(=O)N2[C@H](CO)[C@@H](c3ccc(/C=C/c4ccccc4)cc3)[C@@H]2C1 | . | -5 | -77 | -1.7 |

| SMILES | Tcruzi prolif | C diff HTS | Pf Dd2 inh | GASC1 inh |
| --- | --- | --- | --- | --- |
| CCC(=O)Nc1ccc2c(c1)C(=O)N(C)C[C@@H](OC)[C@@H](C)CN(Cc1ccccn1)[C@H](C)CO2 | -18 | . | -10 | 0.1 |
| COc1ccc2c3c(n(C)c2c1)[C@H](CO)N(C(C)=O)CC31CCN(Cc2nccs2)CC1 | . | -2 | 12 | 1.9 |
| C[C@@H]1CN([C@@H](C)CO)C(=O)c2ccccc2-c2ccccc2CO[C@@H]1CN(C)S(=O)(=O)Cc1ccccc1 | 32 | -1 | 17 | -1.0 |
| C[C@H](CO)N1C[C@H](C)[C@@H](CN(C)C(=O)Nc2ccc(F)cc2)OCCCC[C@H](C)Oc2ccc(NS(=O)(=O)c3cccs3)cc2C1=O | -6 | -4 | -8 | -0.7 |
| O=C(C[C@@H]1CC[C@@H]2[C@H](COC[C@@H](O)CN2C(=O)c2ccc(F)cc2)O1)NCCCN1CCOCC1 | -30 | . | 3 | 1.3 |

From PubChem BioAssay
